Compound activity: PubChem BioAssay, several laboratories
MEKK2 mut-MEK5: signal of MEK5 binding to mutant human MEKK2 PB1 domain; percent response, % at 10 µM; bead flow cytometry, Alexa488-MEK5 binding to MEKK2 mutant; AID 1530; 0.35% of 290,000 active; in the data active means percent response above about 24%, passing the limit was not always enough; further: inactives centre near 1; some results filed as inactive read as strong as hits; reference of the scale not given here
MEKK3 PB1 HTS: raises or lowers MEK5 binding to the human MEKK3 PB1 domain. Q99759. bead-based flow cytometry, Alexa488-MEK5 binding to MEKK3; actives lie on both sides; 0 = blocked by unlabeled MEK5, 100 = vehicle. binding response (% of control), % at 10 µM. 1.4% of 290,000 active;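 active means binding response more than 3 SD above or below the average of its plate-row segment, actives on both sides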;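 further: Alexa488 bead fluorescence after subtracting the streptavidin-only scavenger bead signal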
PHOSPHO1 inh: PHOSPHO1 (human) inhibition | 1.1% of 290,000 active | recombinant PHOSPHO1, absorbance phosphatase assay | inhibition, % at 13.3 µM | Q8TCT1; in the data active means inhibition above about 60%
MEKK2 WT-MEK5: raises or lowers MEK5 binding to wildtype human MEKK2 PB1 domain; 1.1% of 290,000 active; binding response (% of control), % at 10 µM; bead flow cytometry, Alexa488-MEK5 binding to MEKK2 WT; actives lie on both sides; AID 1531; in the data active means binding response below about 67% or above about 130%
OXTR agonist: activates the human oxytocin receptor; P30559; CHO-OTR cells, Fluo-8 calcium fluorescence; normalized: DMSO 0%, oxytocin 100%; 0.32% of 320,000 active; AID 2435; activation, % at 3 µM;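 active means activation above the mean of all tested compounds plus 3 SD, cutoff set per screening run, cut at about 20% in these data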;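 further: peak over basal fluorescence ratio from a 100 s FLIPR kinetic read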
GPR7 antagonist: human neuropeptides B/W receptor 1 antagonism | GPR7-expressing cells, fluorescence antagonist assay | inhibition, % at 4.4 µM | 1.1% of 290,000 active | AID 1861; in the data active means inhibition above about 16%, passing the limit was not always enough;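 further: cells stimulated with the agonist NPW; 0% = agonist with vehicle and 100% = vehicle without agonist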
Target sequence (P48145 whole entry, looked up): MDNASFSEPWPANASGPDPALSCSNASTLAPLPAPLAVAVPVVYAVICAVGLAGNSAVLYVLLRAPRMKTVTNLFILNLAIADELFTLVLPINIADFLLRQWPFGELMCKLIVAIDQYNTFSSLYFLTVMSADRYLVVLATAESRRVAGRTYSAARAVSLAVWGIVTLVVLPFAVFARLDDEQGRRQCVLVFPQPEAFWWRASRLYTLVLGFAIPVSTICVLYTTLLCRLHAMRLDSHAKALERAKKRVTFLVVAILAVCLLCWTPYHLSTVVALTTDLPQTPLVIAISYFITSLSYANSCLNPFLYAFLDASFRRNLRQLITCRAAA
V1R ag counter: activates human V1a receptor in oxytocin agonist counter-screen; CHO-V1R cells, Fluo-8 calcium fluorescence, agonist mode; 0% DMSO, 100% 3 nM vasopressin; activation, % at 3 µM; 0.25% of 320,000 active;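 active means activation above the mean activation of all tested compounds plus 3 SD, per screening run, cut at about 20% in these data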;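 further: signal is peak over basal fluorescence ratio across a 100 second FLIPR read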
Target sequence (P37288 whole entry, looked up): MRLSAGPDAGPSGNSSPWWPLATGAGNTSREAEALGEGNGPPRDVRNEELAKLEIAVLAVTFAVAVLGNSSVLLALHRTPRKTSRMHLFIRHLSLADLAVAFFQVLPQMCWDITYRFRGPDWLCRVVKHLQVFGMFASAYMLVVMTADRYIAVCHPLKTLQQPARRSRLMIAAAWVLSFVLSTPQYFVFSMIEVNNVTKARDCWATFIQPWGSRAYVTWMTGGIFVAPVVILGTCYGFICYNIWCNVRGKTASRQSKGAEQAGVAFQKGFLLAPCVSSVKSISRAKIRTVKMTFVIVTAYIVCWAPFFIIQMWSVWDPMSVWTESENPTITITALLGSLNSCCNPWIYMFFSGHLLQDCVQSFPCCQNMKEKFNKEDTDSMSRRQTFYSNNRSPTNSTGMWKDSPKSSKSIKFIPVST
NALP1 yeast inh: blocks the NALP1 inflammasome reconstituted in yeast. S. cerevisiae NALP1/ASC/caspase-1 growth, X-gal OD620, 72 h. inhibition, % at 10 µM. 0.61% of 280,000 active; in the data active means inhibition mostly above about 24%, no sharp cut-off; inactive means mostly below about 32%; further: some compounds called inactive have numbers as strong as hits
GalR3 antag: blocks the human galanin receptor 3. inhibition, % at 3 µM. HEK293 GalR3-CNG cAMP membrane potential fluorescence; galR3 body fused to GalR1 C-terminus. 0.44% of 360,000 active;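 active means inhibition above the screen-wide average plus 3 SD, cut at about 13% in these data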;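 further: forskolin and galanin both at EC90 stimulate the cells; cAMP rise reported by CNG channel membrane potential dye signal; 0% = forskolin plus galanin with DMSO and 100% = forskolin alone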
Target sequence (O60755 1-299 limits assumed): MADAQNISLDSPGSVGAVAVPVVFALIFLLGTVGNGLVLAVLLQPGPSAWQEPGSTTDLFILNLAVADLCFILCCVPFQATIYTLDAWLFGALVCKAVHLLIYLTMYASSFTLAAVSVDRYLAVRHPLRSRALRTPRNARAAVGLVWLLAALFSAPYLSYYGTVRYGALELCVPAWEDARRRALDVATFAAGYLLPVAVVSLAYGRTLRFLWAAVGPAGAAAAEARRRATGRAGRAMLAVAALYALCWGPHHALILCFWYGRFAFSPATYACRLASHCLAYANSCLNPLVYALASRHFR
An asterisk follows results filed as active; / = not tested or not shown. Random draw from the library (roughly 5.4% active in at least one column).

smiles | MEKK2 mut-MEK5 | MEKK3 PB1 HTS | PHOSPHO1 inh | MEKK2 WT-MEK5 | OXTR agonist | GPR7 antagonist | V1R ag counter | NALP1 yeast inh | GalR3 antag
CC(=O)N(C(C)=O)n1c(/C=C/c2cccc([N+](=O)[O-])c2)nc2ccccc2c1=O | -13 | 99 | 45 | 89 | -1.0 | -6 | -0.3 | 10 | -3
COc1ccc(OC)c(S(=O)(=O)ON2C(=O)c3ccccc3C2=O)c1 | 11 | 103 | 15 | 103 | -0.2 | -7 | 0.0 | 6 | -8
COCCCNc1nc2ccccc2nc1NS(=O)(=O)c1ccc(C)cc1 | 5 | 100 | 36 | 103 | -0.2 | -12 | 0.2 | / | -3
CCOC(=O)N1CCN(S(=O)(=O)c2ccc(OC)c(Cl)c2Cl)CC1 | 4 | 98 | 25 | 98 | 4.2 | 6 | 3.4 | 13 | -1
CCOC(=O)N1CCN(C(=O)C2CCN(S(=O)(=O)c3cc(Cl)ccc3Cl)CC2)CC1 | 8 | 106 | 2 | 107 | 0.8 | -9 | 2.4 | 12 | -6
O=C(NN1CCOCC1)c1cc(-c2ccc(Br)s2)nc2ccccc12 | -3 | 105 | 32 | 98 | 1.3 | -7 | 0.9 | -5 | 3
CCOC(=O)N1CCN(c2c(N3CCN(c4cc(C)ccc4C)CC3)c(=O)c2=O)CC1 | 5 | 120 | -7 | 120 | -1.1 | -2 | -0.5 | 2 | 0
O=C(CNC(=O)c1ccccc1Cl)N/N=C/c1ccc([N+](=O)[O-])s1 | 4 | 96 | -20 | 91 | 1.7 | -4 | -0.2 | 26 | -5
Cc1cc(=O)n2nc(N3CCC(C(=O)N4CCN(C)CC4)CC3)sc2n1 | -2 | 95 | 7 | 98 | 1.2 | -3 | 1.0 | 11 | -6
COc1ccc(/C=C(\NC(=O)c2ccccc2)C(=O)OCC2CCCN3CCCCC23)cc1OC (configuration not stated) | -16 | 64 | -31 | 63 | -1.5 | 1 | 0.2 | 4 | -7
Cc1noc(C)c1COc1ccc(C(=O)OCC(=O)Nc2c(C)n(C)n(-c3ccccc3)c2=O)cc1 | 1 | 97 | 34 | 97 | -0.3 | -2 | -0.2 | 5 | -3
CN(CCc1ccccn1)C1CCCN(S(=O)(=O)c2ccccc2)C1 (configuration not stated) | 8 | 106 | -7 | 111 | 0.5 | -2 | -0.4 | 32 | -2
COc1cc2c(cc1OC)CN(C(=S)Nc1ccccc1Cl)CC2 | 3 | 100 | -1 | 103 | 5.3 | -5 | 4.8 | -8 | -1
O=C(Cn1c(=O)oc2ccc(Cl)cc21)NC1CCCCC1 | -11 | 93 | 36 | 94 | -0.4 | 22 | 0.0 | 26 | -9
Cc1cc(C(=O)NC2CCCc3c2cnn3-c2cccc(C)c2C)no1 (configuration not stated) | -3 | 98 | 21 | 100 | 4.9 | -4 | 7.7 | 8 | -4
CO/N=C/C(C#N)=C/c1cc(C(=O)c2ccccc2)cn1C | -2 | 99 | 2 | 99 | -1.3 | 3 | -0.7 | 4 | 6
CCOc1ccc(NS(=O)(=O)c2ccc3c(c2)CCN3C(=O)CCC(=O)O)cc1 | 4 | 100 | 18 | 106 | -1.2 | -16 | 0.3 | -13 | -1
O=C(Nc1cc(Cl)ccc1C(=O)O)c1ccc(CN2C(=O)c3ccccc3C2=O)cc1 | 2 | 107 | / | 105 | -0.3 | -10 | 0.3 | / | -7
CC(C)CC(NS(=O)(=O)OCC(Cl)(Cl)Cl)c1ccccc1 (configuration not stated) | 4 | 99 | -7 | 100 | 9.5 | -6 | -0.1 | 10 | -6
O=C(C1CCN(S(=O)(=O)c2cccc3cccnc23)CC1)N1CC=C(c2ccccc2)CC1 | / | / | 4 | / | 4.9 | / | 6.4 | -4 | /
COCCNC(=O)c1ccc(Cl)c(S(=O)(=O)Nc2cccc(C)c2C)c1 | -7 | 99 | 24 | 100 | 0.0 | -7 | 1.3 | 2 | 0
CCCNC(=O)COc1ccc(-c2nn(C)c(=O)c3ccccc23)cc1 | 0 | 98 | 13 | 100 | 4.7 | -8 | 6.1 | 8 | -6
CCOC(=O)N1CCN(C(=O)CS(=O)(=O)Cc2nc(-c3ccccc3F)oc2C)CC1 | 3 | 104 | 4 | 104 | 1.3 | -17 | 2.8 | 26 | -1
COc1ccccc1Oc1c(C)oc2cc(OC(=O)c3ccco3)ccc2c1=O | -2 | 100 | 26 | 89 | -2.5 | 3 | -0.7 | 16 | -5
COc1ccc(Cn2c(C3CC3)nc3ccc(NC(=O)C4CC4)cc3c2=O)cc1 | -1 | 100 | 14 | 99 | 1.9 | -2 | 2.3 | 20 | -5
O=C(COC(=O)c1ccc(-c2nnc(-c3ccccc3)o2)cc1)c1ccccc1 | 26 | 113 | -26 | 110 | 0.1 | 4 | 0.3 | 28 | -6
Cc1ccc(NC(=O)c2oc3c(c2C)C(=O)CC(C)(C)C3)cc1 | -3 | 102 | -31 | 101 | -1.1 | -11 | -1.2 | 16 | -4
Cc1ccc(-c2cnc(SCC(=O)N3CCCc4ccccc43)n2C)cc1 | 0 | 102 | 77* | 102 | 0.2 | 2 | 1.4 | -9 | -6
Cc1ccc(OCCSc2nnc(-c3ccncc3)n2C)cc1 | 2 | 104 | 34 | 101 | 0.9 | -13 | -0.1 | 2 | 5
CC(C)(C)OC(=O)N1CCC(CNC(=O)c2ccc(F)cc2)CC1 | -5 | 97 | 48 | 91 | -0.5 | 0 | -0.1 | / | -2
Cc1ccc(C(=O)C2=C(O)C(=O)N(Cc3ccco3)C2c2cccc(Cl)c2)o1 (configuration not stated) | 7 | 101 | 14 | 106 | -0.6 | -2 | -0.8 | 1 | -1
CCC1COCCS(=O)(=O)N1Cc1ccccc1C (configuration not stated) | -8 | 97 | 4 | 94 | -1.3 | -5 | -0.1 | 13 | -3
O=c1c2ccccc2nc(/C=C/c2ccc(Cl)cc2)n1CCO | 6 | 102 | 4 | 102 | 1.2 | 3 | 1.6 | 7 | -8
CC(C)c1cc(NC(=O)C(C)(C)C)cc(C(C)C)c1O | 1 | 102 | -12 | 102 | 0.4 | 5 | 1.3 | 25 | 0
CCOc1ccccc1N1CC(O)=C(c2nc3ccccc3s2)C1=N | 3 | 99 | -7 | 97 | 6.9 | 14 | 3.3 | 16 | -1
O=C(c1ccc(CNc2c(N3CCOCC3)c(=O)c2=O)cc1)N1CC=C(c2ccccc2)CC1 | 17 | 114 | 6 | 113 | 0.5 | 5 | 0.5 | 32 | 1
COc1ccccc1C(=O)Nc1ccc(N2CCN(S(C)(=O)=O)CC2)cc1 | 4 | 103 | 7 | 100 | 1.3 | -23 | 1.1 | 9 | -2
CC(C)CN(c1ccccc1)S(=O)(=O)c1nnc(NC(=O)c2ccco2)s1 | 1 | 101 | 12 | 100 | -0.1 | -22 | 3.6 | 2 | -7
COC(=O)c1n[nH]c2ccccc12 | 2 | 102 | 9 | 103 | 0.5 | -20 | 1.7 | -10 | -2
Cn1c2c(c(=O)n(C)c1=O)C(c1ccc(F)cc1)C(C#N)=C(N)O2 (configuration not stated) | 8 | 102 | 23 | 98 | 0.2 | -4 | -0.4 | -12 | -8
CN1C(=O)Cc2cc(S(=O)(=O)NCc3cccs3)ccc21 | -22 | 92 | 44 | 88 | -1.3 | 1 | 1.1 | 10 | 1
Cc1ccc(S(=O)(=O)NCCC(c2ccccc2)c2ccccc2)cc1C(=O)O | -5 | 98 | 2 | 97 | -1.0 | -19 | -0.5 | -13 | -4
CN(CCO)Cc1csc2ccc(Br)cc12 | -1 | 102 | 9 | 102 | 1.5 | -14 | 2.2 | 10 | -4
O=C(Cn1ncc2c3ccccc3n(Cc3ccccc3)c2c1=O)N1CCN(c2ccccn2)CC1 | 2 | 99 | 2 | 99 | -0.1 | -10 | -0.4 | 16 | /
O=C(CCNS(=O)(=O)c1cccc2nsnc12)Nc1ccc2c(c1)OCCO2 | 4 | 109 | -20 | 110 | -0.9 | -2 | -0.9 | 6 | -6
CCN(CC)S(=O)(=O)c1ccc(N2CCCC2)c(NC(=O)c2ccc(OC)cc2OC)c1 | -2 | 104 | -5 | 98 | -1.9 | -9 | -1.4 | 9 | -3
Cc1cccc(-c2n[nH]c([N+](=O)[O-])n2)c1 | 0 | 102 | -8 | 97 | -0.6 | -6 | 1.4 | -7 | -2
COc1cc(C(=O)Nc2ccc3c(c2)N(C(=O)CCN(C)C)c2ccccc2CC3)cc(OC)c1OC | 11 | 110 | 27 | 124 | -0.9 | -8 | 0.3 | 10 | -2
O=C(NCCC1=CCCCC1)C1CCN(C(=O)c2ccc(Cl)cc2)CC1 | 5 | 106 | 36 | 104 | 1.8 | 9 | 0.9 | -16 | 0
COc1ccc(N(CC(C)C)S(=O)(=O)c2nnc(NC(=O)c3ccco3)s2)cc1 | -13 | 93 | 7 | 95 | -0.9 | 5 | 1.6 | 18 | -1
COC(=O)c1sc(N2C(=O)C(O)=C(C(=O)c3ccc(C)o3)C2c2cc(OC)ccc2OC)nc1C (configuration not stated) | 9 | 108 | 15 | 107 | -0.3 | 8 | 3.6 | 4 | -1
O=C(CCN1CCOCC1)c1ccccc1 | -1 | 100 | 4 | 96 | 0.0 | -1 | 0.8 | -11 | -6
O=c1[nH]cnc(O)c1N=Nc1ccccc1 | 0 | 100 | 48 | 100 | -0.8 | 12 | 0.9 | 8 | -9
CC1CCCN(C(=S)Nc2ccc(Nc3ccccc3)cc2)C1 (configuration not stated) | -1 | 99 | -2 | 98 | 0.6 | -13 | 1.7 | -2 | -3
COc1cccc(N2CCN(C(=S)Nc3ccc(F)cc3)CC2)c1 | 1 | 101 | 24 | 104 | 5.1 | -16 | 5.5 | -5 | -8
CC(C)(C)C1CCc2c(C(=O)NNC(=O)/C=C/C(=O)O)csc2C1 (configuration not stated) | 1 | 123 | 7 | 107 | -0.5 | -7 | 0.0 | 5 | 9

New compounds follow:
smiles | MEKK2 mut-MEK5 | MEKK3 PB1 HTS | PHOSPHO1 inh | MEKK2 WT-MEK5 | OXTR agonist | GPR7 antagonist | V1R ag counter | NALP1 yeast inh | GalR3 antag
Cc1ccc(OCC(=O)Nn2cnnc2)c(Br)c1 | 1 | 104 | -5 | 104 | 1.7 | 2 | 0.5 | 9 | -1
CCNc1nc(NC(C)C)nc(Oc2ccc(OCCOc3ccccc3)nn2)n1 | 4 | 99 | 16 | 105 | -0.3 | -6 | -1.2 | 5 | -9
C/C(CC(=O)NC12CC3CC(CC(C3)C1)C2)=N\NC(=O)c1ccc(F)cc1 | 1 | 104 | 26 | 96 | -0.3 | -8 | -0.3 | 4 | -9
COCC(=O)N(C)C1(c2nnnn2CCOC(=O)Nc2cccc3ccccc23)CCCC1 | -4 | 95 | 3 | 99 | 0.4 | -10 | -1.2 | -1 | /
CCOC(=O)c1[nH]c(C(=O)O)c(CCC(=O)OC)c1C | 0 | 101 | 50 | 100 | -0.3 | -3 | 0.1 | 22 | -10
COc1ccc(-n2c(COc3cccc4cccnc34)nnc2SCC(=O)O)cc1 | 8 | 104 | 40 | 104 | 0.2 | -7 | -0.3 | 5 | -7
COc1ccc(CC(=O)N2CCN(c3cccc(C)c3C)CC2)cc1 | 0 | 101 | -3 | 101 | 0.0 | 22 | 0.1 | 14 | -6

Sorted by value in MEKK2 WT-MEK5 (rising): some entries from above.
| Structure | MEKK2 WT-MEK5 |
| --- | --- |
| O=C(Cn1ncc2c3ccccc3n(Cc3ccccc3)c2c1=O)N1CCN(c2ccccn2)CC1 | 99 |
| CC(C)(C)C1CCc2c(C(=O)NNC(=O)/C=C/C(=O)O)csc2C1 (configuration not stated) | 107 |
| CN(CCc1ccccn1)C1CCCN(S(=O)(=O)c2ccccc2)C1 (configuration not stated) | 111 |
